Giardia killer = Giardia lamblia killing; activity change, % at 7.66 µM, hits read low; 0.15% of 340,000 active; Giardia lamblia trophozoite viability; in the data active = activity change below about -80%; inconclusive = between about -30% and that limit;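 also: parasites exposed to compound for two days anaerobically before the ATP read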
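Luminescent ATP signal served as the viability read-out, measured 15-30 min after adding ATP detection reagent to trophozoites that had been incubated with compounds for 48 hrs at 37 deg C anaerobically at 100 cells/well.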
Eya2 inh = inhibitors of human Eya2 phosphatase activity. O00167. recombinant Eya2, OMFP fluorescence dephosphorylation (OMFP is methylfluorescein phosphate). Potency, µM (titrated, usually from 76.9 µM), inactives show top-dose activity, negative = inhibition, most hits filed as inhibitors. 0.006% of 330,000 active. AID 488837; also: potency is read from the fitted curve at half-maximal effect
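Eya2 (0.2 uM) preincubated 10 min at ambient with compound, then OMFP substrate added at 50 uM; 10 min reaction in 50 mM HEPES pH 7.5, 50 mM NaCl, 5 uM MgCl2, 0.05% BSA, 1 mM DTT. Fluorescence read at Ex 485/Em 525 nm.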
KCNH2 3.1 block = KCNH2 3.1 (human) potassium channel inhibition. 0.95% of 340,000 active. U2OS KCNH2 3.1, thallium flux FluxOr; hits give low values. activity change, % (tested at about 1.8 µM). AID 720553;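 active = maximum activity change below -70%; inconclusive = maximum activity change from -70% to -50%; inactive = maximum activity change above -50%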;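 also: thallium influx rate constant from kinetic fluorescence after stimulation buffer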
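Normalized rate constant (relative to positive and negative DMSO controls) derived from a 2 min kinetic fluorescence read after stimulation; U2OS cells expressing the 3.1 isoform via virus at 1.77 x 10^8 /mL.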
PKM2 activator = PKM2 (human) enzyme activation | P14618 | purified PKM2, Kinase-Glo ATP luminescence, activation; response scale: 0% is enzyme alone, no compound | Potency, µM (doses to about 57.5 µM), without a hit: at the top dose activation, most hits filed as activators | 0.34% of 260,000 active; also: potency is read from the fitted curve at half-maximal effect; nearly all actives have a fitted effect of over 55% in size
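Kinase-Glo luminescence reports ATP generated from ADP (0.1 mM) and PEP (0.5 mM) by purified hPK-M2 after 1 h at room temperature, pH 7.2 imidazole buffer; intermediate enzyme activity allows detecting inhibitors and activators.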
uPA generation = blocks generation of uPA at the cell surface. cell surface uPA generation assay, qHTS. Potency, µM (top dose mostly 38.3 µM), without a hit: at the top dose activity change, negative = inhibition, most hits filed as inhibitors. AID 540303. 0.31% of 330,000 active; active = well fitted inhibition curve with a large enough effect; inconclusive = small, poorly fitted or top-dose-only effect; inactive = no such curve, though single readings can be large or run the other way; tested in mouse RAW 264.7 cells; also: potency is read from the fitted curve at half-maximal effect; nearly all actives have a fitted effect of over 55% in size
B2AR arrestin = recruits beta-arrestin to the human beta2-adrenergic receptor; 0.02% of 330,000 active; Potency, µM (top dose mostly 46.1 µM), inactives show at the highest dose activation, most hits filed as activators; P07550; beta-arrestin recruitment to beta2AR, cell-based reporter;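 also: potency is read from the fitted curve at half-maximal effect; 0% = DMSO controls and full agonism = EC100 isoproterenol or metaproterenol; nearly all actives have a fitted effect of over 65% in size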
Target sequence (P07550 whole entry, looked up): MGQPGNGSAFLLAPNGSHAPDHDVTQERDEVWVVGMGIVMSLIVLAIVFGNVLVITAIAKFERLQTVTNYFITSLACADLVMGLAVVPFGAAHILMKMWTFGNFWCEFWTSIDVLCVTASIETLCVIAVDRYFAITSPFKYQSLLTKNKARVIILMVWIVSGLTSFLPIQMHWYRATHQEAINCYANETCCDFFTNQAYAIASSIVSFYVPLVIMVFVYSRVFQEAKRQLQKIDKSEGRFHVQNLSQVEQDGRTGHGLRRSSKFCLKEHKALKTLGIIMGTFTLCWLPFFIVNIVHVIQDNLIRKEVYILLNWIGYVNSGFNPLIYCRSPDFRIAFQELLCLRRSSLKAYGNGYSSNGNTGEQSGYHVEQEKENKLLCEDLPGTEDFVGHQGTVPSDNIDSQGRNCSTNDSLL
BCR signal inh = blocks chronic active B-cell receptor signaling; ABC-DLBCL IkBa-CBG/CBR reporter, luminescence ratio, 4 h; Potency, µM (doses to about 46.1 µM), for inactives: at the highest dose ratio change, negative = lower green/red ratio, actives largely listed as inhibitors; 0.05% of 340,000 active; AID 493014; active = well fitted inhibition curve with a large enough effect in the signal ratio, with a control signal flat, not every such curve was filed as active; inconclusive = small, poorly fitted or top-dose-only effect, or effect the other way, or a change in a side signal; the % refers to the signal ratio;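 also: potency is read from the fitted curve at half-maximal effect; plate controls were basal doxycycline-induced cells for no effect and cells given 10 µM MG132 for full effect; MG132 reads +100%, hits lower the ratio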
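Compounds up to 46 uM were incubated four hours with TMD8 cells whose green CBG68 luciferase is fused to IkappaBalpha; red CBR luminescence normalised the signal, and concentration-effect curves were fitted to fusion, red and ratio data.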
FBPA coupling cs = coupling enzyme interference in Giardia aldolase counter-screen; coupling enzyme system counterscreen, AmpLite Red fluorescence; activity change, negative = inhibition, % at 58.2 µM, hits read low; 0.67% of 290,000 active; AID 2472; in the data active = activity change below about -30%
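Final compound at 57.5 uM, incubated 10 min at RT with coupling enzyme reagent (glyceraldehyde-3-phosphate), then 20 min with substrate and AmpLite Red detection. Fluorescence read at 525/598 nm; tests interference with the coupling assay, not aldolase inhibition.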
USP2a inh = USP2a (human) protease inhibition; 0.01% of 330,000 active; Potency, µM (titrated, usually from 38.3 µM), without a hit: top-dose activity change, negative = inhibition, hits mostly inhibitors; USP2 core, Ub-CHOP2 coupled fluorogenic reporter, 485/531; AID 463254; O75604;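 also: potency is read from the fitted curve at half-maximal effect; plate controls were DMSO wells for no effect and full inhibition by NEM control for full effect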
Target sequence (O75604 whole entry, looked up): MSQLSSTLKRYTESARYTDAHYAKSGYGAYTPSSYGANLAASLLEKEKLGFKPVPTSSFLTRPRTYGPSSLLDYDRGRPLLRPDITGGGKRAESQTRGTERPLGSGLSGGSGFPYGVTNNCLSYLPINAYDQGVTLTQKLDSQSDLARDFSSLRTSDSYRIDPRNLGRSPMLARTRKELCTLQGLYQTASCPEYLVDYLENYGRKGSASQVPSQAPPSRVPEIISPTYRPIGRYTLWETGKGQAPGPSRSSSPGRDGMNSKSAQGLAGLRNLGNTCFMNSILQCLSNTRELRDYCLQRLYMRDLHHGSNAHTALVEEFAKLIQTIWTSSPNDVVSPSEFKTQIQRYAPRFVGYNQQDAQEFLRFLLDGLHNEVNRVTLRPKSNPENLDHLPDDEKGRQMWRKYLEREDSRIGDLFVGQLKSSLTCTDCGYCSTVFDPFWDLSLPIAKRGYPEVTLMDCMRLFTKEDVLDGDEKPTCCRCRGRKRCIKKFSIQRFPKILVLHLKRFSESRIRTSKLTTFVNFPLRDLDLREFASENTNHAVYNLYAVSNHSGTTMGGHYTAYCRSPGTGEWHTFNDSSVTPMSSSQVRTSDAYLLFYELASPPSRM
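Cell-free coupled assay: 10nM USP2 core preincubated 30min RT with compound in Tris-HCl pH 8.0/CaCl2/CHAPS buffer, then 25nM Ub-CHOP2 and 25nM reporter substrate; fluorescence (Ex 485/Em 531) read after 60min RT, normalized to NEM inhibition, concentration-response curves fitted.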
GALK inhibitor = blocks human galactokinase activity; Purified GALK, Kinase-Glo residual ATP luminescence; Potency, µM (top dose mostly 57.5 µM), for inactives: at the top dose activity change, negative = inhibition, actives largely listed as inhibitors; P51570; 0.007% of 270,000 active; also: potency is read from the fitted curve at half-maximal effect
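ATP-depletion format; final 35 uM ATP, 100 uM D-galactose, 5 nM enzyme; pH 8.0 HEPES/Mg2+ buffer; 60 min RT; luminescence read 10 min after detection reagent.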
KCNH2 WT inh = blocks the wildtype human KCNH2 potassium channel | U2OS, BacMam KCNH2, thallium flux FluxOr; hits give low values | activity change, % at 1.84 µM | 0.37% of 340,000 active;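 active = maximum activity change below -70%; inconclusive = maximum activity change between -70% and -50%; inactive = maximum activity change above -50%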
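U2OS cells transduced with wild-type KCNH2 virus are loaded with FluxOr dye for 45 min, and thallium flux is measured in kinetic reads before and after stimulation buffer. Rate constants are normalized to DMSO controls.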
* marks the source's active call; other numbers are inactive results; i = inactive; ? = inconclusive; . = not tested or not shown; [ ] = dose if it differs, or a comment. Unless noted, calls follow the shape of the dose curve; as a rule, active = well fitted curve in the direction sought with a large enough effect; inconclusive = small, poorly fitted or top-dose-only effect, or another doubt; inactive = no such curve, though single readings can be large; an effect the other way counts as inactive or inconclusive. Unless noted, % is scaled to controls: 0 for no effect and ±100 for the full control effect.

Order of values – GALK inhibitor	FBPA coupling cs	uPA generation	Eya2 inh	KCNH2 3.1 block	Giardia killer	PKM2 activator	USP2a inh	KCNH2 WT inh	BCR signal inh	B2AR arrestin
NC(=O)C1CCN(C(=O)CNC(=O)c2ccc(F)cc2)CC1
→ .	.	4%	4%	-14	8	.	5%	-3	-3%	-2.0%
COc1cc(C2=NOC(C(=O)NCc3cccnc3)C2)cc(OC)c1OC (stereo unspecified)
→ 5%	3	-3%	8%	13	2	.	-3%	4	-2%	-0.1%
CCNc1cc(Nc2c(C)n(C)n(-c3ccccc3)c2=O)c([N+](=O)[O-])c2nonc12
→ -2%	0	3%	7%	-6	6	1%	5%	0	6%	0.0%
CCN1C(=O)CC(NC2CCN(C(=O)c3ccc(F)cc3)CC2)C1=O (stereo unspecified)
→ -2%	.	-2%	10%	.	35[activator]	0%	1%	-2	0%	-0.1%
CSc1ncccc1C(=O)OCC(=O)Nc1ccc(C)c(S(=O)(=O)N2CCOCC2)c1
→ .	.	-6%	4%	3	-12	.	0%	3	-13%	0.1%
COC(=O)c1ccccc1NC(=O)CSc1nnc(-c2cccc(NC(C)=O)c2)n1C
→ -1%	-1	1%	3%	0	-2	0%	1%	0	-14%	0.1%
c1ccc(-c2nnc(SCc3nc4ccccc4[nH]3)o2)cc1
→ 0%	-13	-5%	-6%	-21	-4	9%	-1%	11	1%	0.3%
CCCCSCCCNC(=O)Nc1cccc(OC)c1
→ 2%	7	-3%	4%	9	-11	?	-6%	1	?	0.1%
Cc1c(C(N)=O)c(-c2ccccc2)nn1-c1ccccc1
→ 2%	9	8%	3%	-2	-5	2%	2%	-11	-2%	-2.9%
CCCN=C1N(CC)C[C@@H]2[C@@H]3C(=O)N(C)C(=O)[C@@H]3[C@](CC)(C(=O)OC)N12
→ .	.	10%	4%	-2	-5	.	2%	21	4%	?
COc1cc(NC(=S)N2CCCC(C)C2)cc(OC)c1OC (stereo unspecified)
→ -1%	1	7%	4%	2	-21	1%	-1%	2	2%	0.2%
CC1(C)CC(=O)C=C(N2CCNCC2)C1
→ 1%	-1	2%	6%	12	-6	2%	-1%	2	1%	0.0%
Cc1csc2ncnc(N3CCN(C(=S)Nc4ccc(C(F)(F)F)cc4)CC3)c12
→ .	-1	-4%	-18%	1	-7	2%	4%	-15	?	-0.8%
CCOC(=O)c1cnc(C(C)(C)C)[nH]c1=O
→ -2%	-2	-11%	-1%	-25	-4	-7%	0%	6	-1%	-0.5%
N#C/C(=C/c1ccc2c(c1)OCO2)C(=O)Nc1ccc(O)cc1
→ 9%	3	-11%	-8%	1	-3	1%	-2%	0	?	0.0%
CCOC(=O)C1=C(C)N=c2s/c(=C/c3cccc(OCC(=O)O)c3)c(=O)n2C1c1ccc(F)cc1 (stereo unspecified)
→ -3%	0	.	2%	.	.	.	-2%	.	?	-0.2%
CCOc1cc(C#N)c(NC(=O)c2ccnn2C)cc1OCC
→ 0%	0	-18%	5%	8	-28	-1%	1%	-11	-3%	-0.2%
Cc1c(Cl)cccc1NC(=O)CNc1cccc(C(F)(F)F)c1
→ 1%	-3	2%	-16%	14	6	5%	1%	0	2%	-0.8%
Cn1nnnc1SCC(=O)Nc1ccccc1-c1ccccc1
→ 0%	5	6%	7%	8	-14	-1%	0%	12	2%	0.0%
C/C=C/c1ccc(OCCn2nnc3ccccc32)c(OC)c1
→ 0%	1	-10%	-1%	9	-12	-17%	-1%	12	?	0.4%
O=C(O)c1ccc2nc(C(F)(F)F)[nH]c2c1
→ 0%	-1	-3%	-16%	-13	8	2%	0%	-3	6%	-0.3%
CCCNC(=O)C(Cc1cccc(Cl)c1)NC(=O)c1ccc(C#N)cc1 (stereo unspecified)
→ .	.	1%	6%	4	-4	.	1%	17	-1%	0.1%
N#Cc1c2n(c3c(=O)[nH]cnc13)CCCC2
→ 1%	1	7%	3%	10	8	-7%	0%	4	9%	-1.2%
Cc1ccc2nc(Cl)c(CN(Cc3cccs3)C(=O)C3CC3)cc2c1
→ -4%	8	-15%	-2%	6	8	-1%	3%	0	9%	-0.1%
Cc1nn(-c2ccccc2)c(C)c1-c1nnc(-c2c(C)nn(-c3ccccc3)c2C)o1
→ 0%	1	5%	2%	11	-5	0%	-1%	-2	-19%	-0.4%
CC1=C(C(=O)Nc2ccccn2)C(c2ccc(Br)cc2)n2ncnc2N1 (stereo unspecified)
→ 0%	1	0%	3%	-4	11	-3%	3%	-4	-4%	-0.1%
COc1ccc2c3c(c(=O)oc2c1)C1O[C@](CCCCN2C(=O)c4ccccc4C2=O)(Cc2c1ccc1ccccc21)O3
→ .	1	.	-3%[15.4 µM]	.	.	1%[11.5 µM]	0%[7.66 µM]	.	-1%[9.22 µM]	0.0%[9.22 µM]
CCc1cccc(C)c1NC(=O)COC(=O)C1CC(=O)N(CCc2ccc(OC)c(OC)c2)C1 (stereo unspecified)
→ .	.	-1%	9%	6	11	.	1%	7	0%	-0.8%
CCOC(=O)C1CCCN(C(=O)c2cnn3c(C(F)F)cc(-c4ccc(C)cc4)nc23)C1 (stereo unspecified)
→ 1%	0	-12%	-31%	-36	3	-6%	0%	-1	0%	-0.9%
CCCCCCCNC(=O)CC(NS(=O)(=O)c1ccc(NC(C)=O)cc1)C(C)C (stereo unspecified)
→ .	0	7%	0%	10	8	2%	3%	-28	?	0.1%

Continuation.
Order of values – GALK inhibitor	FBPA coupling cs	uPA generation	Eya2 inh	KCNH2 3.1 block	Giardia killer	PKM2 activator	USP2a inh	KCNH2 WT inh	BCR signal inh	B2AR arrestin
CC(=O)Nc1ccc2nc(NC(=O)COc3ccccc3)sc2c1
→ -1%	0	3%	23%	-10	-11	-4%	2%	-3	?	0.0%
C/C(=N\NC(=O)C1CC1(C)c1ccccc1)c1ccco1 (stereo unspecified)
→ 0%	-12	6%	0%	-2	-3	-1%	1%	-3	10%	-1.1%
CCc1cc2cc(OC)ccc2nc1SCC(=O)Nc1cc(OC)c(OC)cc1C(=O)O
→ -4%	13	9%	29%	-9	-15	2%	4%	-2	13%	-1.9%
COc1ccc(S(=O)(=O)N2CCCC(C(=O)NCc3ccccn3)C2)cc1Cl (stereo unspecified)
→ 0%	4	-6%	8%	5	-14	8%	-1%	2	2%	-0.1%
C/C=C(/C)C(=O)O[C@@H]1c2c(ccc3ccc(=O)oc23)O[C@@H]1C(C)(C)OC(C)=O
→ .	3	2%	0%	20	-6	-2%	0%	7	5%	-0.6%
Cc1ccc(C)c(OCCCC(=O)Nc2ccccc2C(N)=O)c1
→ -2%	-6	4%	2%	17	11	2%	2%	.	4%	-0.6%
CC(C(=O)N1CCCC1)N1CCN(S(=O)(=O)c2ccccc2)CC1 (stereo unspecified)
→ .	.	1%	8%	12	2	.	4%	-10	3%	-0.2%
COc1ccc(CCNC(=O)c2ccc(CS(=O)(=O)Cc3cccc(C)c3)o2)cc1OC
→ 3%	.	-8%	-11%	3	-20	.	1%	7	?	-0.6%
COc1cc(/C=C2\SC(=S)N(NC(=O)c3ccccc3OC)C2=O)ccc1O
→ 8%	1	-3%	29%	1	8	.	-20%	-5	-11%	0.4%
O=C1CCCN2N=C(SCC(=O)N3CCCCC3)SC2=N1
→ 0%	1	7%	5%	3	-4	2%	2%	3	4%	-1.1%
Cn1c(SCc2ccccc2C#N)nc2ccccc2c1=O
→ 6%	1	-10%	-8%	-26	-25	.	0%	-5	-4%	-0.2%
O=C(Nc1ccccc1)c1ccc(S(=O)(=O)NCc2cccnc2)cc1
→ -2%	-5	-4%	6%	10	-11	4%	0%	-2	5%	-0.5%
CC(C)c1nc2ccc(Br)cn2c1NC1CCCC1
→ 8%	5	?	4%	-9	-5	1%	0%	13	0%	0.0%
CC1(C)CC2(CCO1)OC(=O)CC2C(=O)Nc1cccc2ccccc12 (stereo unspecified)
→ -2%	-2	4%	-2%	18	-19	-18%	2%	-10	10%	-0.1%
CC1CCN(CCC(=O)Nc2nccs2)CC1
→ -1%	2	-2%	?	9	-11	6%	5%	-1	?	2.3%
COC(OC)c1ccc(C#N)c(SCc2ccc(C)cc2)n1
→ -2%	7	5%	4%	17	3	6%	-1%	7	1%	2.5%
CCOC(=O)c1c(C)[nH]c(C(=O)COC(=O)CCS(=O)(=O)c2ccc(C)cc2)c1C
→ 0%	-4	1%	-3%	1	-8	-1%	2%	i	-1%	0.0%

Assay outcomes (PubChem)
